# TRb-SRC2 inh = qHTS for Inhibitors of the Interaction of Thyroid Hormone Receptor and Steroid Receptor Coregulator 2. Thyroid hormone receptor beta (Homo sapiens), P10828. hit rate 0.065% among 280,000. Potency, µM (doses to about 106 µM), without a hit: top-dose activity change, negative = inhibition, actives largely listed as inhibitors. TRbeta-SRC2 peptide binding, fluorescence polarization; receptor liganded with 1 µM T3. AID 1469, 2008; active means well fitted inhibition curve with a large enough effect; inconclusive means small, poorly fitted or top-dose-only effect, or effect the other way;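 further: plate controls were bound peptide for no effect and peptide without receptor for full effect; nearly all actives have a fitted effect of over 50% in size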
# Target sequence (P10828 whole entry, looked up): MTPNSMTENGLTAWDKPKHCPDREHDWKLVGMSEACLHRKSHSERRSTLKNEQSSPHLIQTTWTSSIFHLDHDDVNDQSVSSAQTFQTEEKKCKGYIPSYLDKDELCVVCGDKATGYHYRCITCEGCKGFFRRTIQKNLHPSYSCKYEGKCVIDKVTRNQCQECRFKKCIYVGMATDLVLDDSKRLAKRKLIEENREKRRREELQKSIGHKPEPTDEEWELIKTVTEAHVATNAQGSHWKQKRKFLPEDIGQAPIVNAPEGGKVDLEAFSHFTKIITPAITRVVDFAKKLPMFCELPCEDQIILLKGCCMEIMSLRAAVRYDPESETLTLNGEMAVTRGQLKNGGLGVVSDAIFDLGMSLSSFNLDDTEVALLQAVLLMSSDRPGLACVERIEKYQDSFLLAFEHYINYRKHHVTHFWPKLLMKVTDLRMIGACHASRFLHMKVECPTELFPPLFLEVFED
#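 Fluorescence polarization of 20 nM Texas Red SRC2 peptide (20-aa NR interaction domain) bound to 0.6 uM human TRb ligand-binding domain, with 1 uM T3, after 5 hr at ambient temperature; inhibition seen as decreased polarization.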
# Lamin A splicing = qHTS Assay for Modulators of Lamin A Splicing | HeLa LMNA splicing GFP/RFP minigene ratio, 48 h | Potency, µM (titrated, usually from 46.1 µM), for the others: at the highest dose ratio change, negative = inhibition, most hits filed as inhibitors | hit rate 0.01% among 200,000 | AID 1487, 2009; active means well fitted inhibition curve with a large enough effect in the signal ratio, with a control signal flat, not every such curve was filed as active; inconclusive means small, poorly fitted or top-dose-only effect, or effect the other way, or a change in a side signal; the % refers to the signal ratio
#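 S3 HeLa stable clones carrying a lamin A-EGFP splicing minigene plus DsRed2 were seeded at 600 cells/well in Opti-MEM with 2% FBS, pin-dosed and incubated 48 h at 37°C. Acumen cytometry (488 nm) gave the GFP/RFP total-intensity ratio.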
# TexasRed fluor = Total Fluorescence Counterscreen for Inhibitors of the Interaction of Thyroid Hormone Receptor and Steroid Receptor Coregulator 2. hit rate 0.29% among 280,000. AID 1479, 2009. TRb/SRC2 Texas Red total fluorescence interference. Potency, µM (series often up to 106 µM), without a hit: at the top dose fluorescence change, negative = quenching; active means well fitted curve in either direction with a large enough effect; inconclusive means small, poorly fitted or top-dose-only effect
#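 Flags fluorescent or light-absorbing compounds by total fluorescence, S + 2P, at 555 nm excitation and 632 nm emission. Mixture: 20 nM Texas Red SRC2 peptide, 0.6 uM human TRb LBD, 1 uM T3, 5% DMSO; compound exposure 5 h at ambient temperature.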
# Active calls of the source: *; ? = inconclusive; [ ] = dose if it differs, or a comment. Unless noted, on the % scale 0 is the no-effect control and ±100 the full control effect; potency means the concentration at half of the fitted maximal effect. Some of the compounds tested; rates above refer to the full screens.
# Preview, two compounds:
SMILES,TRb-SRC2 inh,Lamin A splicing,TexasRed fluor
Oc1c(C(c2ccccc2F)N2CCCCC2)sc2nc(-c3ccco3)nn12 (stereo unspecified),9%,-11%[46 µM],1%
O=c1oc2ccccc2cc1-c1nc(-c2cccc(Cl)c2)cs1,8%,-6%[46 µM],2%

# All compounds of this part, from the first entry:
SMILES,TRb-SRC2 inh,Lamin A splicing,TexasRed fluor
Oc1c(C(c2ccccc2F)N2CCCCC2)sc2nc(-c3ccco3)nn12 (stereo unspecified),9%,-11%[46 µM],1%
O=c1oc2ccccc2cc1-c1nc(-c2cccc(Cl)c2)cs1,8%,-6%[46 µM],2%
O=c1cc(-c2ccccc2)n2c(SCc3ccc(Br)cc3)nnc2[nH]1,-1%,18%[46 µM],0%
Cc1cccc(OCc2ccc(-c3nc(C#N)c(NCc4cccnc4)o3)o2)c1,1%,-13%[46 µM],9%
Cn1cc(S(=O)(=O)N2CCCCCC2)cc1C(=O)N1CCN(c2ccccc2F)CC1,-3%,?,-3%
O=C(NCCc1ccc(F)cc1)C(=O)NCC(c1cccs1)S(=O)(=O)c1ccc(F)cc1 (stereo unspecified),-6%,?,0%
COc1ccccc1NC(=O)CCn1c(=O)oc2cc(Cl)ccc21,-1%,-3%[46 µM],1%
CC(C)CC(=O)NCC(c1ccc2c(c1)OCO2)N1CCN(c2ccc(F)cc2)CC1 (stereo unspecified),4%,?,0%
CCN(CC)CCNC(=O)c1nn(C)c2c1CS(=O)(=O)c1ccccc1-2,-1%,?,-19%
COC(=O)c1ccc(OCC2c3cc(OC)c(OC)cc3CCN2C(=O)c2cccc(C)c2)cc1 (stereo unspecified),3%,?,-3%
CC(=O)Nc1nonc1-c1nnc(SCc2ccc(Cl)cc2)n1C,-4%,-1%[46 µM],-12%
Cc1cccc2sc(N(Cc3cccnc3)C(=O)CCOc3ccccc3)nc12,-7%,?,-1%
CCOC(=O)CSc1nc2cc3c(cc2c(=O)n1CCCCCC(=O)NCc1ccc(OC)cc1)OCO3,-3%,-7%[46 µM],-3%
CCOC(=O)c1c(C)[nH]c(C)c1S(=O)(=O)N1CCN(c2ccccc2OC)CC1,2%,13%[46 µM],-8%
CCCC(=O)N1CCN(c2nc3c(OC)ccc(C)c3s2)CC1,-3%,-4%[46 µM],-2%
CC1Cc2cc(S(=O)(=O)NCc3ccccc3)ccc2N1C(=O)C1CCC1 (stereo unspecified),3%,13%[46 µM],5%
Cc1ccc(Cl)cc1-n1c(=O)cc(N2CCN(c3ccccc3)CC2)[nH]c1=O,5%,11%[46 µM],-3%
CN(C(=O)c1ccc2c(c1)N(Cc1cccc(Cl)c1)C(=O)c1ccccc1S2(=O)=O)C1CCCCC1,-5%,-2%[46 µM],-4%
O=C(Cn1nc(-c2ccc(Cl)cc2)ccc1=O)NCc1ccccc1Cl,3%,-1%[46 µM],-1%
COC(=O)c1cnn(-c2ccc(C(=O)Nc3cccc(C(C)=O)c3)cc2)c1N,3%,?,0%
CCOc1ccc(NC(=O)CSC2=Nc3ccccc3C3=NC(CC(=O)NCc4ccc5c(c4)OCO5)C(=O)N23)cc1 (stereo unspecified),1%,0%[46 µM],-3%
COc1ccc(C2=C(C)C(=O)N(Cc3ccc(C(=O)NCc4ccccc4C)cc3)S2(=O)=O)cc1,5%,-11%[46 µM],-3%
CC(=O)Nc1ccc(NC(=O)C2CCCN(S(=O)(=O)c3ccc4c(c3)CCCC(=O)N4)C2)cc1 (stereo unspecified),0%,-4%[46 µM],-3%
Cc1csc2nc(COC(=O)c3ccccc3NC(=O)c3ccc(F)cc3)cc(=O)n12,4%,-6%[46 µM],-1%
O=C(Cc1ccc(F)cc1)NCc1nc2cccnc2n1Cc1ccc(F)cc1,-7%,8%[46 µM],-5%
COc1cc(-c2cc3n(C)c(C)c(CCC(=O)NCc4ccccc4)c(=O)n3n2)cc(OC)c1OC,-2%,1%[46 µM],0%
CC(Sc1nc2c([nH]c3ccccc32)c(=O)n1-c1ccccc1)c1ccccc1 (stereo unspecified),-3%,?,-2%
Cc1ccc(NC(=O)c2c(C)oc3ncnc(N4CCCCC4)c23)cc1Cl,-13%,11%[46 µM],-2%
CC(C)(C)c1ccc(C(=O)NC(Cc2c[nH]c3ccccc23)C(=O)OCC(=O)c2ccc(Br)cc2)cc1 (stereo unspecified),-4%,?,-3%
Nc1nc(Nc2cccc(Cl)c2)sc1C(=O)c1ccc(F)cc1,5%,?,-4%
O=C(NCCc1ccccc1)c1ccc2c(c1)N(Cc1ccccc1Cl)C(=O)c1ccccc1S2,-1%,6%[46 µM],2%
O=C(CC1N=C2c3ccccc3N=C(SCc3ccccc3F)N2C1=O)NCc1cccs1 (stereo unspecified),4%,3%[46 µM],-2%
Cc1ccccc1NC(=O)c1ccc(F)c(S(=O)(=O)N2CCc3ccccc3C2)c1,-4%,?,-1%
Cc1ccccc1CN1C(=O)c2ccccc2Sc2ccc(C(=O)NCCc3ccccc3)cc21,3%,-14%[46 µM],-2%
O=C(NCC(c1ccco1)S(=O)(=O)c1cccs1)c1ccc(F)c(F)c1 (stereo unspecified),10%,?,2%
COc1cc(NC(=O)c2cc3cc4cc(OC)ccc4nc3o2)cc(OC)c1,4%,?,-4%
CCc1ccccc1NC(=O)C1=C(C)C(=O)OC12CCCCCC2,5%,?,-6%
CCc1ccccc1NC(=O)CCNS(=O)(=O)c1ccc2c(c1)CCCC(=O)N2,-6%,16%[46 µM],0%
Cn1cnc(S(=O)(=O)N2CCC(C(=O)NCc3ccccc3Cl)CC2)c1,3%,15%[46 µM],1%
Cc1ccc(C)c(NC(=O)Cn2nnc(C(=O)NCc3ccccc3Cl)c2N)c1,1%,?,-19%

# 5 of the compounds above, with two lines to a compound.
# The line under a structure holds: TRb-SRC2 inh | Lamin A splicing | TexasRed fluor
- O=C(CC1N=C2c3ccccc3N=C(SCc3ccccc3F)N2C1=O)NCc1cccs1 (stereo unspecified)
    4% | 3%[46 µM] | -2%
- Cn1cnc(S(=O)(=O)N2CCC(C(=O)NCc3ccccc3Cl)CC2)c1
    3% | 15%[46 µM] | 1%
- Cc1ccccc1CN1C(=O)c2ccccc2Sc2ccc(C(=O)NCCc3ccccc3)cc21
    3% | -14%[46 µM] | -2%
- O=C(NCC(c1ccco1)S(=O)(=O)c1cccs1)c1ccc(F)c(F)c1 (stereo unspecified)
    10% | ? | 2%
- O=C(NCCc1ccccc1)c1ccc2c(c1)N(Cc1ccccc1Cl)C(=O)c1ccccc1S2
    -1% | 6%[46 µM] | 2%

# More results:
SMILES,TRb-SRC2 inh,Lamin A splicing,TexasRed fluor
N#Cc1ccccc1CSc1nnc2ccc3ccccc3n12,-4%,4%[46 µM],-39%
O=C(/C=C/c1ccc(Cl)cc1)Nc1nc(-c2cccs2)ns1,5%,?,-27%
CCCCn1cc(S(=O)(=O)c2ccc(OC)cc2)c(=O)c2cc(F)c(N3CCOCC3)cc21,-4%,-1%[46 µM],5%
COc1ccc(C2=CC(c3ccc(N(C)C)cc3)n3nnnc3N2)cc1 (stereo unspecified),8%,-11%[46 µM],2%
Cc1ccc(CSC2=Nc3ccccc3C3=NC(CCC(=O)NCc4cccs4)C(=O)N23)c(C)c1 (stereo unspecified),8%,?,4%
O=C(NCc1ccccc1Cl)c1nnc(Cc2cccc(F)c2)o1,-9%,-22%[46 µM],-12%
Cc1ccc(Cn2cc3c(n2)-c2c(oc(C(=O)Nc4ccc(F)cc4F)c2C)CC3)cc1,3%,0%[46 µM],-4%
O=S(=O)(NCc1ccccc1)c1ccc2[nH]c3c(c2c1)CCCCC3,-2%,?,-2%
O=C(NCC(c1cccnc1)N1CCc2ccccc2C1)C(=O)Nc1ccccc1F (stereo unspecified),-4%,?,2%
O=C(Nc1cccc(Cl)c1)c1csnn1,-7%,?,?

# Random excerpt: three records from the list
SMILES,TRb-SRC2 inh,Lamin A splicing,TexasRed fluor
O=C(NCC(c1cccnc1)N1CCc2ccccc2C1)C(=O)Nc1ccccc1F (stereo unspecified),-4%,?,2%
COc1ccc(C2=CC(c3ccc(N(C)C)cc3)n3nnnc3N2)cc1 (stereo unspecified),8%,-11%[46 µM],2%
O=S(=O)(NCc1ccccc1)c1ccc2[nH]c3c(c2c1)CCCCC3,-2%,?,-2%

# The list goes on:
SMILES,TRb-SRC2 inh,Lamin A splicing,TexasRed fluor
Cc1ccc(CNc2ncnc3onc(-c4ccc(F)cc4)c23)cc1,-19%,3%[46 µM],0.089µM*[quencher]
COc1ccc(OC)c(C2c3c(oc4ccc(C)cc4c3=O)C(=O)N2CCCN(C)C)c1 (stereo unspecified),4%,-6%[46 µM],-1%
CCS(=O)(=O)N1CC(=O)N(c2ccc(Cl)cc2C)C(C)(C(=O)NC2CCCCCC2)C1 (stereo unspecified),0%,1%[46 µM],?
CC(NC(=O)c1c2c(nc3ccccc13)C(=O)N(C1CCCCC1)C2)c1ccccc1 (stereo unspecified),-1%,-22%[46 µM],0%
COc1ccc(OC)c(C2C(C(=O)Nc3ccc(C)cc3C)=C(C)Nc3c(C(=O)Nc4ccc(F)cc4)cnn32)c1 (stereo unspecified),0%,12%[46 µM],-1%
COc1ccc(OC)c(S(=O)(=O)Nc2cc3c(cc2C)n(C)c(=O)c(=O)n3C)c1,2%,?,5%
Cc1cccc(C(=O)Nc2cccc(C(=O)OCc3cc(=O)n4nc(C(C)C)sc4n3)c2)c1,2%,-19%[46 µM],-1%
CC(C)Oc1cccc(C(=O)Nc2ccc3oc(-c4ccccc4)nc3c2)c1,4%,-12%[46 µM],-2%
O=C(NCc1ccccc1)c1ccc2c(c1)nc1n2CCOC1,3%,-17%[46 µM],-1%
CCOC(=O)c1ccc(CN(Cc2ccc(F)cc2)S(=O)(=O)c2cc(C(=O)Nc3ccccc3CC)ccc2F)cc1,3%,?,1%
CCOC(=O)c1cccc(NC(=O)c2cc(CN3CCCC3)on2)c1,-3%,-1%[46 µM],-2%
COc1ccc(NC(=O)c2oc3ccc(S(=O)(=O)N(C)C4CCCCC4)cc3c2C)cc1Cl,0%,?,-1%
CCOc1ccccc1CNC(=O)CN1C(=O)CCc2cc(S(=O)(=O)N3CCCCC3)ccc21,8%,-9%[46 µM],1%
Cc1ccc(N2CC(NC(=O)c3ccc(S(=O)(=O)N4CCOCC4)cc3)CC2=O)cc1 (stereo unspecified),9%,-10%[46 µM],-1%
CCCCCCNc1nc2c(c(=O)n(C)c(=O)n2C)n1Cc1cccc(C)c1,0%,-13%[46 µM],0%
CCOC(=O)C1CCCN(C(=O)C2CCN(S(=O)(=O)c3c(C)noc3/C=C/c3ccccc3F)CC2)C1 (stereo unspecified),4%,-3%[46 µM],0%
COc1cccc(N2CCN(C(=O)c3c(C)oc4ncnc(N5CCCCC5)c34)CC2)c1,-14%,-9%[46 µM],?
CCc1nnc(NC(=O)CSCc2cc(=O)c3ccc(C)cc3[nH]2)s1,-6%,?,2%
CC(C)c1cnc2c(c1SCc1cccc(F)c1)c(=O)n(C)c(=O)n2C,-6%,?,-1%
O=C(CN1C(=O)C2(SCC(=O)N2c2cccc(Cl)c2)c2ccccc21)NCc1ccccc1 (stereo unspecified),-1%,?,-1%
COc1ccc(Nc2ncc3c(n2)CCN(Cc2ccccc2C)C3)c(OC)c1,-13%,5%[46 µM],-1%
Cc1ccccc1NC(=O)Cn1nc(-c2ccc(F)cc2)c2cnc3ccccc3c21,7%,0%[46 µM],-2%
COC(=O)c1cnc(N2CCN(c3ccc(OC)cc3)CC2)c2ccccc12,-11%,?,1%
CNC(=O)C1CCC(Cn2c(=O)c3sccc3n(CC(=O)N3CCC(C)CC3)c2=O)CC1 (stereo unspecified),3%,-6%[46 µM],-2%
CCN(CC)C(=O)c1sc2c(c1C)c(=O)n(Cc1ccccc1)c(=O)n2Cc1cc(C)ccc1C,7%,?,0%
Cc1cc(C)cc(Nc2cc(-c3ccccc3)nc(C)n2)c1,0%,?,-7%
NC(=O)c1nc(Nc2ccccc2)sc1NC(=O)c1c(F)cccc1F,5%,-4%[46 µM],-8%
CC(=O)Nc1c(C)nn(-c2ccccc2)c1N1CCC(C(=O)Nc2cc(F)ccc2F)CC1,1%,?,1%
Cc1cccc(OCC(=O)N(Cc2cccs2)c2ccc(Cl)cc2)c1C,-1%,?,0%
COc1ccc(-c2nc(CNC(=O)Nc3ccccc3)c(C)o2)c(OC)c1,5%,?,0%
Cc1ccc(CNC(=O)c2cc(S(=O)(=O)N3CCCC(C)C3)cn2C)cc1 (stereo unspecified),-6%,-5%[46 µM],1%
Cc1ccc(C)c(N2CCN(CCCNC(=O)Cn3c(-c4cccs4)cc4ccccc43)CC2)c1,1%,?,4%

# Bioassay records deposited in PubChem BioAssay by National Center for Advancing Translational Sciences (NCATS).
